# RTF Ca sens inh = cardiac RTF calcium desensitization; 340,000 tested, 0.12% active; P19429+P45379; IANBD-labeled cardiac RTF, Ca2+ fluorescence; inhibition, % at 7.15 µM;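 active = inhibition above the mean inhibition of all tested compounds plus 3 SD, cut at about 17% in these data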;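 note: assay run at fixed EC70 calcium of 1.6 mM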
# Pemphigus Ab inh = inhibitors of pemphigus antibody binding to human desmoglein-3 | P32926 | DSG3-coupled beads, scFv-anti-DSG3-GFP binding, flow cytometry; active compounds read low | binding (percent of control), % at 10 µM | 310,000 tested, 0.48% active | AID 588358;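 active = binding more than 3 SD below its plate's average and above zero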;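 note: hits lower antibody fragment binding to DSG3; some compounds called inactive have numbers as strong as hits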
# Arr AP2 block = human beta-arrestin and AP2 interaction inhibition; FITC-arrestin peptide / GST-AP2 beads, flow cytometry; AP2 beta2 appendage carries R879A mutation; inhibition, % at 10 µM; 340,000 tested, 0.31% active;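 active = inhibition above a set limit, near 3 SD of compounds lacking own fluorescence, cut at about 54% in these data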;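 note: plate controls were DMSO wells for no effect and 5 µM unlabelled arrestin peptide for full effect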
#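 Material – GST-tagged AP2 beta2-adaptin appendage (R879A) on 4 µm glutathione beads · Probe or stimulus – fluorescein-tagged arrestin peptide at 50 nM final · Timing – 12 min plus 1 h, RT · Detection – bead flow cytometry, FITC channel · Read-out basis – inhibition as reduced fluorescein signal on beads, percent · Medium – PBS plus Tween 20 (0.05%) and BSA (0.1%)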
# C-LANA FP = KSHV C-LANA DNA binding inhibition | MBP-C-LANA/FAM-LBS DNA binding, fluorescence polarization | 340,000 tested, 0.078% active | AID 504423 | inhibition, % at 9 µM;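 active = highest replicate inhibition at or above 60% at 9 µM, even if other replicates fall short; inactive = all replicates below 60% inhibition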;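 note: 0% = neutral control wells and 100% = 4 µM acridine orange control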
# Wnt act = activators of Wnt/beta-catenin signaling. Wnt/beta-catenin reporter cell assay, activator, plate reader. activation, % at 9.35 µM. 300,000 tested, 1.2% active; in the data active = activation above about 30%, passing the limit was not always enough;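 note: 0% = neutral control wells and 100% = positive control wells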
# RTF Ca sens act = increases calcium sensitivity of human cardiac regulated thin filaments; P19429+P45379; IANBD-labeled TnC RTF fluorescence at EC20 calcium; 0% EC20 calcium, 100% full calcium; activation, % at 7.2 µM; 340,000 tested, 0.24% active;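 active = activation above the mean over all tested compounds plus 3 SD, cut at about 30% in these data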;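 note: rise in fluorescence read as greater calcium sensitivity of cardiac thin filaments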
# OPRM1-OPRD1 inv = inverse agonists of human mu-delta opioid receptor heterodimerization. P35372+P41143. cell-based MOR-DOR heterodimer luminescence, inverse agonism. inhibition, % at 9.3 µM. 340,000 tested, 0.21% active. AID 504357; in the data active = inhibition above about 22%, passing the limit was not always enough;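 note: 0% = cells with DMSO and 100% = wells without cells with DMSO; values of inactives mirror those of a sister screen read the other way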
# Target sequence (P35372 whole entry, looked up): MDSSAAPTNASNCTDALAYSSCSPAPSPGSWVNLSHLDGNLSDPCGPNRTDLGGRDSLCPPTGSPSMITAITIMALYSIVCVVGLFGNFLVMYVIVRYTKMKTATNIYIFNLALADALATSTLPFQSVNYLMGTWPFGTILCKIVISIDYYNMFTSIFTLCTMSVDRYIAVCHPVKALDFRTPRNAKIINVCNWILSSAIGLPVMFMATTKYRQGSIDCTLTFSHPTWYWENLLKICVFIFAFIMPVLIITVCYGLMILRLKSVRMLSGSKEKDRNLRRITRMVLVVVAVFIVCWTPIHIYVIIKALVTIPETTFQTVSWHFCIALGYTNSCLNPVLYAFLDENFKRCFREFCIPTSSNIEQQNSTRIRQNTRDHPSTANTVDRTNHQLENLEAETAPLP
# Target sequence (P41143 whole entry, looked up): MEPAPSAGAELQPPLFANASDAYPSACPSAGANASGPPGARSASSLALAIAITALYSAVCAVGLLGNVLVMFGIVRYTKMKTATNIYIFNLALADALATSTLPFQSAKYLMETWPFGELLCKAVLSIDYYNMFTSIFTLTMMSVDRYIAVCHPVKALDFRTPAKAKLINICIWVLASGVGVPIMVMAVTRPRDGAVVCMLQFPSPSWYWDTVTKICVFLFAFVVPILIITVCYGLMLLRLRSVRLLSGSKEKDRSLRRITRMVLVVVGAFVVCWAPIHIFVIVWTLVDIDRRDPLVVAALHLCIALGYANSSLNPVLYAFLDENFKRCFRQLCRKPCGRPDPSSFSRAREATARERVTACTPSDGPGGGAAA
# Keap1 Nrf2 FP = inhibitors of human Keap1-Nrf2 protein-protein interaction; inhibition, % at 9.4 µM; 340,000 tested, 0.15% active; Q14145; Keap1 Kelch-Nrf2 peptide fluorescence polarization, 1536-well; in the data active = inhibition above about 12%;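 note: human Keap1 Kelch domain with fluorescein labeled Nrf2 9mer peptide probe; 0% = neutral control wells and 100% = peptide positive control; higher means more block of Keap1 binding to Nrf2 peptide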
# MOR-DOR ag = OPRM1-OPRD1 heterodimerization agonism; cells, luminescence; AID 504326; P35372+P41143; 340,000 tested, 0.3% active; activation, % at 9.3 µM; in the data active = activation above about 18%;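 note: 0% = vehicle-treated cells and 100% = reference agonist; values of inactives mirror those of a sister screen read the other way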
# V-ATPase pHluor = alters yeast V-ATPase proton transport. S. cerevisiae, pHLuorin cytosolic pH fluorescence. response, % at 10 µM. 350,000 tested, 0.37% active; in the data active = response mostly above about 7.3%, no sharp cut-off; inactive = mostly below about 5.4%; note: actives read high; inactives centre near 0; some compounds called inactive have numbers as strong as hits; reference of the scale not given here
# * marks the source's active call; other numbers are inactive results; nt = not tested or not shown.
SMILES,RTF Ca sens inh,Pemphigus Ab inh,Arr AP2 block,C-LANA FP,Wnt act,RTF Ca sens act,OPRM1-OPRD1 inv,Keap1 Nrf2 FP,MOR-DOR ag,V-ATPase pHluor
CCN(c1ccccc1)c1nc2ccsc2c(=O)s1,-6,100,17,-0.9,nt,-1,-8,2,1.6,-7
OC(CCN1CCC2CCC(C2)C1)c1ccc(Br)cc1 (centres undefined),3,98,0,0.5,-3,1,12,-4,-2.3,-2
O=C(CC1N=C2c3ccccc3N=C(SCc3ccc(Cl)cc3)N2C1=O)NCc1ccco1 (centres undefined),5,nt,19,3.7,2,0,3,-5,-0.5,-3
CCCn1c(CN2CCN(C)CC2)nc2ccccc21,-2,100,-7,1.6,nt,-1,7,-6,-1.3,0
Brc1ccc(N=C/C=C/C=C/Nc2ccc(Br)cc2)cc1,-5,112,4,0.6,12,-2,12,-4,-2.2,2
O=C(Cn1nnc(-c2ccccc2F)n1)Nc1ccc(S(=O)(=O)NC2CCCC2)cc1,0,93,-7,1.2,nt,10,-34,-2,5.7,0
CCC(C)N(C(=O)CSc1nnnn1-c1ccccc1OC)C1CCS(=O)(=O)C1 (centres undefined),1,78,-6,2.2,0,2,-4,-7,0.8,-1
COc1ccc(C(=O)NCc2ccc3[nH]c(C)cc3c2)cc1OC,-2,91,3,-1.0,-1,-5,13,-5,-2.8,-1
CCOC(=O)CN1C(=O)C(Sc2n[nH]c(-c3ccc(C)cc3)n2)CCc2ccccc21 (centres undefined),-9,106,1,0.7,-3,4,-20,3,3.6,nt
CCCCN(C(=O)CN1C(=O)C2CCCCC2C1=O)c1c(N)n(CCC)c(=O)[nH]c1=O (centres undefined),-7,105,-9,-0.1,-5,1,-2,-8,0.4,9
Cc1ccsc1CN(C)C(=O)C1CCC(=O)N(CCc2cccc(F)c2)C1 (centres undefined),4,nt,3,0.2,0,-4,-4,-1,0.8,4
COc1ccc(C2CC(c3c(O)cc(C)oc3=O)=NCCS2)c(OC)c1 (centres undefined),-15,99,11,0.0,-6,2,17,-44,-3.2,-1
CCOc1ccc(N(CC(=O)NC(C)C)C(=O)CCC(=O)Nc2ccccn2)cc1,1,117,5,-5.2,-6,1,18,-1,-3.5,-4
CCn1c(C)nc2c(=O)oc3ccccc3c21,-9,106,1,-0.5,nt,-4,11,-2,-2.4,-3
C=CCOC(=O)CCC(=O)Nc1cc(OC)nc(OC)n1,-4,98,9,0.7,nt,-4,2,-2,-0.3,0
COc1cccc(N=Nc2ccc3ccccc3c2O)c1,-6,102,34,2.3,4,-12,-4,0,0.8,1
COc1cccc(CN2CCN(C(=S)NCc3ccc(Cl)cc3)CC2)c1,1,96,13,-1.9,-2,1,-3,2,0.6,-5
Cc1cc(C)c2c(c1)/C(=c1/sc3n(c1=O)CN(c1ccccc1)CN=3)C(=O)N2,3,nt,-1,4.2,-4,-4,1,4,-0.1,4
CC1Sc2ccc(Cl)cc2-c2nc(N)ncc21 (centres undefined),-1,102,-5,-0.2,-3,-3,-12,-7,1.7,nt
Cc1cc(C)c(S(=O)(=O)n2ccc(-c3ccc(OCCN(C)c4ccccn4)cc3)n2)c(C)c1,5,97,1,-0.6,nt,7,-2,5,0.4,0
CC1(C)CC(=O)N(c2cccc(Cl)c2)C(=O)C1,-4,108,-4,4.9,-2,-2,17,0,-3.9,1
CC1CCN(CCCCOc2ccc(Br)cc2)CC1,-2,102,20,2.4,-6,-7,3,-5,-0.6,-1
Cc1cc(C)cc(NC(=O)NCc2nnc(SCc3ccccc3)n2C)c1,-12,99,2,-1.2,-3,-7,13,1,-2.2,3
CC(=O)C1CCCN(C(=O)c2ccc3oc(CCc4ccccc4)nc3c2)C1 (centres undefined),1,nt,-9,0.2,14,2,8,-5,-1.6,3
Cc1ccc(-c2nn(CCC(=O)NCC3CCCO3)c(=O)c3ccccc23)cc1 (centres undefined),-21,104,-1,-1.9,-3,2,14,-3,-2.7,1
O=C(Nc1ccc(N2CCCCC2)cc1)C1CCCN1S(=O)(=O)c1ccc(F)cc1 (centres undefined),-5,84,-2,-0.6,-1,-3,0,-2,0.1,5
Nc1nonc1-c1nc2ccccc2n1CC(=O)N1CCN(c2ccc(F)cc2)CC1,2,nt,1,1.0,-3,-7,nt,-4,nt,-4
NC(=O)c1oc2ccccc2c1NC(=O)c1nc2ccccc2s1,-7,99,-7,-2.0,nt,7,-13,-2,2.2,0
Cc1ccc(N2CC(C)Cn3c2nc2c3c(=O)[nH]c(=O)n2C)cc1 (centres undefined),-6,107,12,-2.2,1,-1,13,-2,-2.7,0
CCN1C(=O)[C@H]2[C@@H](c3ccc(-c4ccccc4)cc3)N3CCCC[C@@]3(C(=O)OC)[C@H]2C1=O,-3,102,-1,0.8,0,-5,-2,-4,0.5,3
Cc1nn(-c2ccccc2)c(Cl)c1/C=N/O,-3,93,5,0.4,-2,-2,14,0,-2.3,-2
CC(C)Cn1c(C(C)C)nc([N+](=O)[O-])c1S(=O)(=O)c1ccc(F)cc1,-6,nt,-7,0.5,-12,-1,-9,1,1.7,1
Cc1cccc(C(=O)N2CCCC(c3nc(-c4ccc(C)o4)no3)C2)c1 (centres undefined),2,96,19,-1.4,12,5,3,-2,-0.5,1
O=C(Nc1cccc(C(F)(F)F)c1)C12CC3CC(CC(C3)C1)C2,2,100,-5,-1.0,nt,4,-42,3,7.3,-1
CCCCCCC(=O)O,-6,108,-5,-2.1,0,2,4,-1,-0.8,-1
CCOc1cc2c(cc1/C=C1/NC(=O)N(CC(=O)OC)C1=O)OCO2,-6,120,-25,3.4,1,-1,7,3,-1.4,0
COC(=O)C1=C2c3[nH]c4ccccc4c3CCN2C(=O)CC1,-5,101,-2,-0.8,-1,-2,8,-1,-1.4,-2
COc1ccccc1NC(=O)CCCN1C(=O)C2CC=CCC2C1=O (centres undefined),-17,nt,-4,1.1,-1,3,0,-1,-0.1,0
Cc1ccn2c(=O)nc(SCC(=O)Nc3ccc4c(c3)OCCO4)nc2c1,-7,98,1,0.6,3,-3,5,-3,-0.8,-3
O=c1onc(-c2ccccc2)n1-c1cc(Cl)cc(Cl)c1,nt,98,6,nt,-3,nt,nt,nt,nt,3
O=C(O)CSc1nnc(-c2ccc(Cl)cc2Cl)n1-c1ccc(Cl)cc1,0,102,9,-1.1,2,-6,19,1,-4.2,3
O=c1c2ccccc2oc2ccc(NCCCN3CCOCC3)cc12,-10,101,12,1.0,26,8,1,-5,-0.2,2
O=C(CN1C(=O)c2ccccc2S1(=O)=O)N1CCOCC1,-6,99,1,0.1,9,5,-8,-7,1.5,0
CCOCCCN(C(=O)c1snc(C(N)=O)c1N)C(C(=O)NC(C)(C)C)c1ccc(Cl)cc1 (centres undefined),2,113,30,0.9,-2,0,11,1,-2.2,-4
CCOC(=O)C1=C(NC(=S)NC(=O)c2ccccc2)c2ccccc2CC1(C)CC (centres undefined),-1,113,-9,0.8,-8,-8,-1,0,0.3,-3
O=C(CC(=O)Nc1cccc(Cl)c1Cl)Nc1cccc(Cl)c1Cl,-20,98,-8,2.8,1,-3,-13,-4,2.7,-1
COc1ccc(CN2C(=O)NC3(CCCC3)C2=O)cc1F,-1,101,3,0.2,0,-4,13,-1,-2.5,0
Cc1c(NS(=O)(=O)c2ccc(N)cc2)c(=O)n(-c2ccccc2)n1C,-2,89,-3,1.9,0,-6,-1,3,0.1,0
CCOC(=O)C1CCN(C(=O)c2ccc(OC3CCN(C(=O)COC)CC3)cc2)CC1,-5,99,2,0.5,2,-4,10,-2,-1.5,-4
C=CC(C)n1c(Br)nc2c1c(=O)[nH]c(=O)n2C (centres undefined),-4,99,0,-0.1,nt,7,6,2,-1.0,5
COCC(=O)N1CCC(Oc2ccc(C(=O)NCCc3ncccc3C)cc2)CC1,1,92,-1,1.4,0,-7,12,-6,-2.4,5
C=CCN1CCN(C(=O)CSc2ccccc2)CC1,-3,109,29,1.2,7,1,5,-3,-1.0,3
CC(NC(=O)C1CCN(S(=O)(=O)c2ccccc2)CC1)c1ccccc1 (centres undefined),-1,104,4,-0.2,3,-5,5,2,-0.9,2
COc1cc(/C=C/C(=O)OCC(=O)Nc2ccc(NC(C)=O)cc2)cc(S(=O)(=O)N2CCc3ccccc32)c1OC,-5,112,18,2.2,2,1,8,-1,-1.7,2
O=c1cc(O)c2c(=O)n(-c3ccccc3)c3c(c2o1)CCCCCC3,6,97,-9,1.1,1,0,8,1,-1.4,4
C/C(=N\Nc1ccc([N+](=O)[O-])cc1)c1ccco1,-3,107,-1,-1.0,nt,-1,-8,-1,1.1,-2
Cc1ccc(-c2cc(C(F)F)n3ncc(C(=O)NCc4ccco4)c3n2)cc1,-8,102,-2,0.9,nt,3,2,-5,-0.5,-4
O=C(NCCO)C(=O)NCC1OCCCN1S(=O)(=O)c1ccc2c(c1)OCCO2 (centres undefined),6,108,-7,-0.1,-1,-4,6,-3,-1.6,0
O=C(NCCc1ccccc1)C(=O)NCC1OCCN1S(=O)(=O)c1ccc(Cl)cc1 (centres undefined),1,99,-3,-0.5,-5,-5,8,1,-1.4,2
COc1ccccc1-c1ocnc1C(=O)Nc1ccc(N2CCOCC2)cc1N1CCOCC1,-6,96,18,-0.6,1,-5,8,-2,-1.2,4

# More records.
SMILES,RTF Ca sens inh,Pemphigus Ab inh,Arr AP2 block,C-LANA FP,Wnt act,RTF Ca sens act,OPRM1-OPRD1 inv,Keap1 Nrf2 FP,MOR-DOR ag,V-ATPase pHluor
CC(C(=O)N1CCOCC1)(c1ccccc1)c1ccccc1,6,100,19,0.3,0,1,1,0,-0.1,2
O=C(O)c1ccc(CSc2nc3ccccc3o2)cc1,10,94,6,1.7,-1,2,1,-1,-0.2,-6
O=C(COc1ccc(S(=O)(=O)N2CCCC2)cc1)N1CCCCC1,-1,107,-2,-1.1,6,3,-2,-3,0.3,-3
Cc1ccc(OCCSCc2nnc(NC(=O)Nc3cccc(Cl)c3)s2)cc1,-10,104,nt,1.3,-17,2,-100,-2,19*,-1
COc1ccc(C(=O)NC(=S)NNC(=O)c2ccco2)cc1,6,91,0,0.1,-2,3,13,-5,-1.9,1
Cc1ccc([N+](=O)[O-])cc1N=Nc1c(-c2ccc([N+](=O)[O-])cc2)[nH]n(C(N)=S)c1=O,-1,103,43,-0.8,nt,2,21,2,-4.2,5
Cc1c(/C(O)=C2\C(=O)C(=O)N(CCCN(C)C)C2c2ccco2)cnn1-c1ccccc1 (centres undefined),2,105,8,0.6,-8,6,8,-7,-1.6,4
CC12CC3CC(C1)CC(C(=O)NNC(=O)c1ccncc1)(C3)C2,6,134,1,-0.1,1,0,11,-6,-2.1,-1

# Ordered by the number under Keap1 Nrf2 FP (highest first): three of the compounds above.
Structure,Keap1 Nrf2 FP
Cc1ccc([N+](=O)[O-])cc1N=Nc1c(-c2ccc([N+](=O)[O-])cc2)[nH]n(C(N)=S)c1=O,2
COc1ccc(C(=O)NC(=S)NNC(=O)c2ccco2)cc1,-5
Cc1c(/C(O)=C2\C(=O)C(=O)N(CCCN(C)C)C2c2ccco2)cnn1-c1ccccc1 (centres undefined),-7

# Assay outcomes deposited in PubChem BioAssay by several laboratories.
